ERG-DNA inh – qHTS for Small Molecule Inhibitors of the ERG Ets/DNA interaction. Transcriptional regulator ERG (Homo sapiens), P11308. fluorescence polarization, His-ERG Ets domain / labelled DNA. Potency, µM (highest dose often 76.9 µM), for the others: at the highest dose FP activity, negative = inhibition, actives largely listed as inhibitors. actives 0.028% (n = 370,000). AID 624246, 2012; active means well fitted inhibition curve with a large enough effect in the polarisation, with a control signal flat; inconclusive means small, poorly fitted or top-dose-only effect, or effect the other way, or a change in a side signal; inactive means no such curve, though single readings can be large or run the other way; the % refers to the polarisation;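 further: polarization taken with two DNA probes labelled with fluorescein and Texas red; potency means the concentration at half of the fitted maximal effect; % of control where 0% means no effect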
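His-tagged ERG Ets domain (1 uM in the protein solution; 300mM KCl, 50mM Tris-HCl, 1mM EDTA, 1mM DTT, pH 7.5) received compound, then a probe mix of 5 nM fluorescein-DNA and 100nM Texas-615-DNA. Fluorescence polarization was read for both dyes.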
RGS4 inh – Inhibitors of Regulator of G Protein Signaling (RGS) 4: qHTS; Regulator of G-protein signaling 4 (Homo sapiens), P49798; Transcreener GDP fluorescence polarization, RGS4-accelerated GTP hydrolysis; Potency, µM (top dose mostly 114 µM), without a hit: at the highest dose activity change, negative = inhibition, actives largely listed as inhibitors; actives 0.039% (n = 390,000); further: potency means the concentration at half of the fitted maximal effect; on the % scale 0 is the no-effect control and ±100 the full control effect; nearly all actives have a fitted effect of over 75% in size; some results filed as inactive show a strong effect at the top dose
Target sequence (P49798 whole entry, looked up): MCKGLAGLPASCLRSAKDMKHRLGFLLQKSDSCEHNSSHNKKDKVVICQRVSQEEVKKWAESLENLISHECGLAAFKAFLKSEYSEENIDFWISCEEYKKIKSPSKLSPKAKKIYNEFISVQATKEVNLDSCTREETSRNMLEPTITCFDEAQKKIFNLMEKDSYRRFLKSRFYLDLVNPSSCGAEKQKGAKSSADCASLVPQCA
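MLSMR compounds (23 nl, pin-transferred) preincubated 10 min at room temperature with a 500nM (2x) first reagent, then RGS4 at 900nM (2x) plus Transcreener GDP mix added; fluorescence polarization (620/688 nm) read before and after 90 min at 30 °C.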
POLB inh – qHTS Assay for Inhibitors of DNA Polymerase Beta. Pol beta primer extension/strand displacement, fluorescence kinetic. Potency, µM (series often up to 114 µM), for the others: at the highest dose activity change, negative = inhibition, hits mostly inhibitors. actives 1.3% (n = 340,000). AID 485314, 2010; further: potency means the concentration at half of the fitted maximal effect; on the % scale 0 is the no-effect control and ±100 the full control effect
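10 nM enzyme + cpd, 15 min RT; start with substrate 50 nM final; read 0 min and after 10 min RT. Corrected, normalized data; 4-parameter Hill curve fit.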
APE1 inh – qHTS Assay for Inhibitors of the Human Apurinic/apyrimidinic Endonuclease 1 (APE1) | DNA repair nuclease/redox regulator APEX1 (Homo sapiens), P27695 | actives 0.35% (n = 350,000) | Potency, µM (highest dose often 65.8 µM), inactives show at the top dose activity change, negative = inhibition, hits mostly inhibitors | recombinant APE1, TAMRA/BHQ-2 abasic DNA cleavage fluorescence | AID 2517, 2012;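 further: potency means the concentration at half of the fitted maximal effect; plate controls were vehicle for no effect and reference inhibitor for full effect; nearly all actives have a fitted effect of over 55% in size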
Target sequence (P27695 whole entry, looked up): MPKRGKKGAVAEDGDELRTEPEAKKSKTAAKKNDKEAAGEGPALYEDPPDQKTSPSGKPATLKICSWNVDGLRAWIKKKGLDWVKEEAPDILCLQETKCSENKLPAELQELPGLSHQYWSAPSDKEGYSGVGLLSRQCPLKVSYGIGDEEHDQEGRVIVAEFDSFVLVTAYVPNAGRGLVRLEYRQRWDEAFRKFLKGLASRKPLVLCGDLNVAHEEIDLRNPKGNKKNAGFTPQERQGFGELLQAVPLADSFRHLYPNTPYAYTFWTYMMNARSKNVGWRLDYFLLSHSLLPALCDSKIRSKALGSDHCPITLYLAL
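Endonuclease cleavage of a quenched abasic-site DNA duplex (50 nM) by APE1 (0.75 nM) was tracked by TAMRA dequenching. Compounds were preincubated with enzyme 15 min at room temperature; data normalized to buffer-only and DMSO wells plus NSC13755 control.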
ALOX12 inh – Primary qHTS assay for inhibitors of human arachidonate 12S-lipoxygenase (ALOX12): Round 2 | actives 1.1% (n = 580,000) | purified 12hLO, xylenol orange hydroperoxide absorbance | Potency, µM (highest dose often 108 µM), inactives show top-dose activity change, negative = inhibition, actives largely listed as inhibitors | Polyunsaturated fatty acid lipoxygenase ALOX12 (Homo sapiens), P18054; further: potency means the concentration at half of the fitted maximal effect; on the % scale 0 is the no-effect control and ±100 the full control effect
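Hydroperoxide product was detected by ferrous iron/xylenol orange as the 573 to 405 nm absorbance ratio. Arachidonic acid at 40 uM (final) was turned over for 30 min at room temperature by 150 nM human 12hLO, pH 7.0 Hepes buffer, after 15 min compound preincubation.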
POLK inh – qHTS for Inhibitors of Polymerase Kappa | purified Pol kappa, fluorescent DNA synthesis assay, 10 min | Potency, µM (highest dose often 107 µM), without a hit: at the top dose activity, negative = inhibition, usual class: inhibitors | DNA polymerase kappa (Homo sapiens), Q9UBT6 | actives 0.53% (n = 400,000) | AID 588579, 2011; further: potency means the concentration at half of the fitted maximal effect; on the % scale 0 is the no-effect control and ±100 the full control effect
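First, compounds were pin-transferred onto 10 nM Pol kappa. After 15 min at room temperature, substrate was added to 50 nM final. Fluorescence was then measured kinetically at 0 and 10 min.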
Pol eta inh – qHTS for Inhibitors of Polymerase Eta | actives 1.2% (n = 390,000) | recombinant Pol eta, fluorescent DNA replication assay | AID 588591, 2011 | DNA polymerase eta (Homo sapiens), Q9Y253 | Potency, µM (doses to about 114 µM), for inactives: top-dose activity change, negative = inhibition, most hits filed as inhibitors; further: potency means the concentration at half of the fitted maximal effect; on the % scale 0 is the no-effect control and ±100 the full control effect
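Fluorescent replication assay: 50 nM final substrate added after a 15 min room-temperature compound preincubation with 10 nM enzyme. Signal taken at 0 min and again at 10 min.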
Anesthetic bind – qHTS Assay for Identification of Novel General Anesthetics | Ferritin light chain (Equus caballus), P02791 | apoferritin/1-aminoanthracene competitive binding, fluorescence | Potency, µM (top dose mostly 77.5 µM), for inactives: top-dose activity change, negative = displacement, actives largely listed as inhibitors | actives 0.074% (n = 350,000) | AID 485281, 2010; further: potency means the concentration at half of the fitted maximal effect; on the % scale 0 is the no-effect control and ±100 the full control effect; nearly all actives have a fitted effect of over 20% in size
Target sequence (P02791 2-175 limits assumed): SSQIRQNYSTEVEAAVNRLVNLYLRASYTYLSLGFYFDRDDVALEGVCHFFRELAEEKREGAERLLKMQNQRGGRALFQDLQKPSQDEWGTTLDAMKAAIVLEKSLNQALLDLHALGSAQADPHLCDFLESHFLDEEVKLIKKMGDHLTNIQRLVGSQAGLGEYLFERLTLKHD
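10 uM apoferritin + 50% sat. 1-AMA, PBS; cpd 10 min RT; Ex380/Em535 endpoint; normalized to free probe vs complex; 4-param Hill fit; propofol titration as pos. ctrl.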
LDHA block – qHTS assay for inhibitors of human lactate dehydrogenase | purified LDHA, NADH/diaphorase-resazurin fluorescence; stronger effect = lower value | activity change, % (values are at about 110 or 230 µM) | L-lactate dehydrogenase A chain (Homo sapiens), P00338 | actives 0.15% (n = 480,000); in the data active means activity change below about -30%; inconclusive means mostly about -25% to -30%;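 further: plate controls were DMSO wells for no effect and wells without enzyme for full effect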
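Resorufin fluorescence (ex540/em590), read at 0 and 20 min after diaphorase/resazurin addition, reports the NADH left after a 5 min room-temperature reaction of 2 nM human LDH5 with 0.06 mM NADH and 0.2 mM pyruvate.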
Numbers without * were called inactive; [ ] = remark or other dose. Unless noted, the call rests on the fitted dose curve; in most records, active means well fitted curve in the direction sought with a large enough effect; inconclusive means small, poorly fitted or top-dose-only effect, or another doubt; inactive means no such curve, though single readings can be large; an effect the other way counts as inactive or inconclusive. A portion of the library; count on the stated rates, not on these rows.

What do the screens show for `CCOC(=O)c1cccc(NC(=O)N[C@@H](C)C(=O)OC)c1`?
ERG-DNA inh: 3%; RGS4 inh: 16%; POLB inh: 31%; APE1 inh: -9%; ALOX12 inh: 340%[activator]; POLK inh: -15%; Pol eta inh: -2%; Anesthetic bind: -13%; LDHA block: -6

What do the screens show for `N#C/C(=C(/O)c1ccc([N+](=O)[O-])o1)c1nc2ccccc2[nH]1`?
ERG-DNA inh: 9%; RGS4 inh: -1%; POLB inh: 27%; APE1 inh: 15%; ALOX12 inh: -11%; POLK inh: 15%; Pol eta inh: -8%; Anesthetic bind: 3%; LDHA block: -1

Results for COc1cccc2cc(-c3nc(-c4cccs4)cs3)c(=O)oc12 ?
ERG-DNA inh: -6%; RGS4 inh: 0%; POLB inh: 23%; APE1 inh: -5%; ALOX12 inh: -14%; POLK inh: -13%; Pol eta inh: -9%; Anesthetic bind: -4%; LDHA block: 4

How did CCOCCCNCC(=O)Nc1ccc(OC(F)(F)F)cc1 do in these assays?
ERG-DNA inh: 0%; RGS4 inh: -20%; POLB inh: -25%; APE1 inh: 2%; ALOX12 inh: -26%; POLK inh: -4%; Pol eta inh: 4%; Anesthetic bind: -10%; LDHA block: -17

Results for COc1ccc2c(c1)c(C(=O)CN1CCC3(CC1)OCCO3)c(C)n2C ?
ERG-DNA inh: 1%; RGS4 inh: -6%; POLB inh: -2%; APE1 inh: -2%; ALOX12 inh: 161%[activator]; POLK inh: -14%; Pol eta inh: -12%; Anesthetic bind: -19%; LDHA block: 2

How did O=S(=O)(Nc1nc2n(n1)C(c1ccccc1)C=C(c1ccc(Cl)cc1)N2)c1ccccc1 (centres undefined) do in these assays?
ERG-DNA inh: -5%; RGS4 inh: -4%; POLB inh: 22%; ALOX12 inh: inconclusive; POLK inh: 0%; Pol eta inh: 89µM*; Anesthetic bind: 839%[activator]; LDHA block: 0

Results for Nc1ccccc1SCc1cn2ccccc2n1 ?
ERG-DNA inh: -12%; RGS4 inh: 15%; POLB inh: 27%; APE1 inh: 2%; ALOX12 inh: -8%; POLK inh: -5%; Pol eta inh: -2%; Anesthetic bind: -9%; LDHA block: -10

Results for CCCCC(=O)NC(=S)Nc1ccc(Cl)c(C(=O)O)c1 ?
ERG-DNA inh: -1%; RGS4 inh: 17%; POLB inh: 0%; APE1 inh: 1%; ALOX12 inh: inconclusive; POLK inh: -13%; Pol eta inh: 9%; Anesthetic bind: -6%; LDHA block: -9

How did Cc1cccc(/C=N/n2c(COc3ccccc3)n[nH]c2=S)c1 do in these assays?
ERG-DNA inh: -3%; RGS4 inh: inconclusive; POLB inh: 3%; APE1 inh: -12%; ALOX12 inh: 40µM*; POLK inh: 3%; Pol eta inh: -3%; Anesthetic bind: -7%; LDHA block: -3

Results for COc1cc(/C=C/c2cc(C(F)(F)F)[nH]c(=O)n2)cc(OC)c1OC ?
ERG-DNA inh: 3%; RGS4 inh: -19%; POLB inh: -28%; APE1 inh: -5%; ALOX12 inh: inconclusive; POLK inh: -5%; Pol eta inh: 8%; Anesthetic bind: 97%[activator]; LDHA block: -5

How did CCN(CC)C(=O)n1c(Cc2ccccc2)nc2ccccc21 do in these assays?
ERG-DNA inh: 10%; RGS4 inh: 0%; POLB inh: 74%; APE1 inh: 21%; ALOX12 inh: 5%; POLK inh: -12%; Pol eta inh: 9%; Anesthetic bind: -4%; LDHA block: -2

What do the screens show for `Clc1cccc(CSc2nnc(-c3cccnc3)n2Cc2ccco2)c1`?
ERG-DNA inh: 0%; RGS4 inh: -25%; POLB inh: -1%; APE1 inh: 10%; ALOX12 inh: -28%; POLK inh: -19%; Pol eta inh: -5%; Anesthetic bind: -12%; LDHA block: 3

What do the screens show for `O=C(NC1=C(Nc2ccc(Cl)cc2)C(=O)c2ccccc2C1=O)c1ccccc1`?
ERG-DNA inh: 4%; RGS4 inh: -12%; POLB inh: inconclusive; APE1 inh: 0%; ALOX12 inh: -20%; POLK inh: -1%; Pol eta inh: -21%; Anesthetic bind: inconclusive; LDHA block: 28

How did Cc1c(CCOC(=O)c2cccc([N+](=O)[O-])c2)sc[n+]1CC(=O)c1ccccc1 do in these assays?
ERG-DNA inh: -3%; RGS4 inh: -20%; POLB inh: inconclusive; APE1 inh: -1%; ALOX12 inh: 2%; POLK inh: 6%; Pol eta inh: -10%; Anesthetic bind: -19%; LDHA block: -1

What do the screens show for `CCc1c(O)nc2ccccn2c1=O`?
ERG-DNA inh: 1%; RGS4 inh: 11%; POLB inh: -29%; APE1 inh: 4%; ALOX12 inh: 0%; POLK inh: -22%; Pol eta inh: -23%; Anesthetic bind: 2%; LDHA block: -1

How did C=CCc1ccc(OCC(O)COc2ccc(CC=C)cc2OC)c(OC)c1 do in these assays?
ERG-DNA inh: -2%; RGS4 inh: -43%; POLB inh: 6%; APE1 inh: inconclusive; ALOX12 inh: inconclusive; POLK inh: -13%; Pol eta inh: -16%; Anesthetic bind: inconclusive; LDHA block: 2

Results for COc1cc(/C=C(\NC(C)=O)C(=O)Nc2ccccc2C)ccc1OC(C)=O ?
ERG-DNA inh: -3%; RGS4 inh: -6%; POLB inh: 1%; APE1 inh: 3%; ALOX12 inh: -30%; POLK inh: 1%; Pol eta inh: -9%; Anesthetic bind: -8%; LDHA block: -3

How did O=C(CN1CCCCC1)Nc1cccc(Oc2ccccc2)c1 do in these assays?
ERG-DNA inh: -5%; RGS4 inh: -12%; POLB inh: 7%; APE1 inh: 6%; ALOX12 inh: -4%; POLK inh: 0%; Pol eta inh: -16%; Anesthetic bind: inconclusive; LDHA block: 2

How did COCCNC(=O)c1cc(-c2ccccc2C)n(CC2CC(c3cccc([N+](=O)[O-])c3)=NO2)n1 (centres undefined) do in these assays?
ERG-DNA inh: 7%; RGS4 inh: 11%; APE1 inh: -11%; ALOX12 inh: inconclusive; POLK inh: -1%; Pol eta inh: 0%; LDHA block: -1

Results for COc1ccccc1NS(=O)(=O)c1cc(-c2cnc(C3CC3)o2)ccc1C ?
ERG-DNA inh: 13%; RGS4 inh: -7%; POLB inh: -3%; APE1 inh: -7%; ALOX12 inh: -19%; POLK inh: 1%; Pol eta inh: -18%; Anesthetic bind: -10%; LDHA block: 0

What do the screens show for `Cc1cc(C(=O)NC2CCCN(Cc3ccc(Cl)cc3)C2)n(C)n1` (centres undefined)?
ERG-DNA inh: 5%; RGS4 inh: 39%; POLB inh: 21%; APE1 inh: 23%; POLK inh: 1%; Pol eta inh: 7%; Anesthetic bind: -6%; LDHA block: -10

Results for O=C(NCc1ccc(OC(F)(F)F)cc1)c1ccc2c(c1)S(=O)(=O)c1ccccc1C2=O ?
ERG-DNA inh: 9%; RGS4 inh: 3%; ALOX12 inh: -11%; POLK inh: -9%; Pol eta inh: -13%; LDHA block: -1

What do the screens show for `O=C1/C(=C/c2ccccc2Cl)SC(=S)N1CCCC(=O)N(CCO)c1ccccc1`?
ERG-DNA inh: 8%; RGS4 inh: -7%; POLB inh: 3%; APE1 inh: 5%; ALOX12 inh: inconclusive; POLK inh: -5%; Pol eta inh: -21%; Anesthetic bind: inconclusive; LDHA block: 3

What do the screens show for `CCCn1c(COc2cccc(C)c2)nc2ccccc21`?
ERG-DNA inh: -3%; RGS4 inh: -9%; POLB inh: 3%; ALOX12 inh: -10%; POLK inh: -2%; Pol eta inh: -7%; Anesthetic bind: inconclusive; LDHA block: 3

Results for O=C(CSc1nc2ccccc2[nH]1)Nc1ccccc1F ?
RGS4 inh: 16%; POLB inh: 28%; APE1 inh: -1%; ALOX12 inh: -34%[57.4 µM]; POLK inh: -6%; Pol eta inh: -3%; Anesthetic bind: -16%; LDHA block: 0

Results for Cc1ccc(C(=O)N/C(=C\c2ccco2)C(=O)NCCc2c[nH]c3ccccc23)cc1 ?
ERG-DNA inh: 20%; RGS4 inh: -18%; POLB inh: 20%; APE1 inh: 3%; ALOX12 inh: -15%; POLK inh: -6%; Pol eta inh: -3%; Anesthetic bind: inconclusive; LDHA block: -6

What do the screens show for `COc1ccc(/C=N/Nc2nc(C)c([N+](=O)[O-])c(N(C)c3ccccc3)n2)cc1OC`?
ERG-DNA inh: 10%; RGS4 inh: -4%; POLB inh: 15%; APE1 inh: 23%; ALOX12 inh: 123%[activator]; POLK inh: 13%; Pol eta inh: -6%; Anesthetic bind: -19%; LDHA block: -5

Results for CCC(=O)Nc1cccc(-c2nc3ccc(C)cc3o2)c1 ?
ERG-DNA inh: 2%; RGS4 inh: 22%; POLB inh: -2%; APE1 inh: 2%; ALOX12 inh: 0%; POLK inh: -3%; Pol eta inh: 0%; Anesthetic bind: -8%; LDHA block: -14

Source: PubChem (National Center for Advancing Translational Sciences (NCATS))
